Source: PubChem (several laboratories)
MEKK3 PB1 HTS – modulators of MEKK3-MEK5 PB1 binding, primary screen, biochemical, wildtype MEKK3, multiplex bead flow cytometry, Alexa488-MEK5. bead-based flow cytometry, Alexa488-MEK5 binding to MEKK3; actives lie on both sides; 0 = blocked by unlabeled MEK5, 100 = vehicle. binding response (% of control), % at 10 µM. 1.4% of 290,000 active. AID 1529, 2009;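 active = binding response more than 3 SD above or below the average of its plate-row segment, actives on both sides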;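 also: Alexa488 bead fluorescence after subtracting the streptavidin-only scavenger bead signal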
CRFR2-BP antag – antagonists of CRF-BP/CRF-R2 complex, primary screen, cell-based, HEK293, calcium dye fluorescence, uHTS. CRF-induced calcium fluorescence. inhibition, % at 11.8 µM. 0.59% of 350,000 active;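 active = inhibition of the ligand-induced calcium signal above about 50% at the single tested concentration, limit read from the data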
IDE inh – human IDE inhibitors in live cells, primary screen, fluorescence polarization, HEK cells, FAbetaB substrate | Insulin-degrading enzyme (Homo sapiens), P14735 | FAbetaB cleavage | inhibition, % at 5.59 µM | 0.41% of 320,000 active | AID 434962, 2010;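 active = percent inhibition above the average of all tested compounds plus 3 SD, set per screening campaign, cut at about 16% in these data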;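 also: IDE supplied by intact live HEK cells; FP after avidin binding of uncleaved biotin substrate so inhibition keeps polarization high; 0% = DMSO wells and 100% = 60 µM reference IDE inhibitor Ii1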
Target sequence (P14735 whole entry, looked up): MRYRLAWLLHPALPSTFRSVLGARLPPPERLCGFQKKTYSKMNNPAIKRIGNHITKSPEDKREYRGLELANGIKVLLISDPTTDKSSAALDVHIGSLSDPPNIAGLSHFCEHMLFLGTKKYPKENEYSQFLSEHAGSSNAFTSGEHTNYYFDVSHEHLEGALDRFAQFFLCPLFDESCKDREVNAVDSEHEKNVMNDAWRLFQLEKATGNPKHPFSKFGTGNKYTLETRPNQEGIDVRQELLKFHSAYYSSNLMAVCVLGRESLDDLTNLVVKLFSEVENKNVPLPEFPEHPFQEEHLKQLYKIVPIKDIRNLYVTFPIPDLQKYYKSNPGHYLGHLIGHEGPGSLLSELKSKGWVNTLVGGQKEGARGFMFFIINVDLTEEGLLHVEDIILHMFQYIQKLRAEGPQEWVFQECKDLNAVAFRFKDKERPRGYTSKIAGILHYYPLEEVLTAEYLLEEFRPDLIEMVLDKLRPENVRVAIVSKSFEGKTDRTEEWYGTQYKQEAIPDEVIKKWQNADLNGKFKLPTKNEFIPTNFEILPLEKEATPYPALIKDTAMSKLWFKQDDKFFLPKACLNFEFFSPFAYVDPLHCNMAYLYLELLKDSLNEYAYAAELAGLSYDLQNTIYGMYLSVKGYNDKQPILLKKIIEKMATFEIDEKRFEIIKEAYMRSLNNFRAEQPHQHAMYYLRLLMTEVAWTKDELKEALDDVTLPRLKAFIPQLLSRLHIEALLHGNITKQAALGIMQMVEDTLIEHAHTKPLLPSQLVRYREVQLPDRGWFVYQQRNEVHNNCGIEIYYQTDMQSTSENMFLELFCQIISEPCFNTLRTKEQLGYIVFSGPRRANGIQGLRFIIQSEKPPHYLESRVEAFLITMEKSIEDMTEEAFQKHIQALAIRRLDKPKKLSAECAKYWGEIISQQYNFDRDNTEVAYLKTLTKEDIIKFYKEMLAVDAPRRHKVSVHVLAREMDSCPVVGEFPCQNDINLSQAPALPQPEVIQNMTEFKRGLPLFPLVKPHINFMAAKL
GalR3 antag – GalR3 antagonists in HEK293 cells, primary screen, cell-based, fluorescence readout; Galanin receptor type 3 (Homo sapiens), O60755; HEK293 GalR3-CNG cAMP membrane potential fluorescence; galR3 body fused to GalR1 C-terminus; inhibition, % at 3 µM; 0.44% of 360,000 active; AID 651719, 2012;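 active = inhibition above the screen-wide average plus 3 SD, cut at about 13% in these data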;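 also: forskolin and galanin both at EC90 stimulate the cells; cAMP rise reported by CNG channel membrane potential dye signal; 0% = forskolin plus galanin with DMSO and 100% = forskolin alone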
PHOSPHO1 block – PubChem AID 1565; recombinant PHOSPHO1, absorbance phosphatase assay; inhibition, % at 13.3 µM; 1.1% of 290,000 active; in the data active = inhibition above about 60%
p-CIP stab down – p/CIP-EGFP fusion destabilizers, primary screen, fluorescence, F442A cells; decrease of EGFP signal, % at 10 µM; Q05BA5; 0.01% of 290,000 active; 16 h;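 active = EGFP signal decrease of at least 30% at 10 µM or well 3 SD below plate mean, unless failing retest; inactive = the rest, including hits failing retest or dose response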; also: some compounds called inactive have numbers as strong as hits; many of its hits are not listed in these tables
CHRM4 PAM – human M4 muscarinic receptor positive allosteric modulators, primary screen, CHO-K1 cells, Fluo-8 calcium fluorescence | Muscarinic acetylcholine receptor M4 (Homo sapiens), P08173 | activation, % at 3 µM | CHO-K1 hM4/Gqi5, ACh EC20; 0% = ACh EC20, 100% = maximal ACh | 0.4% of 360,000 active;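 active = activation above its plate's cutoff, the mean activation of sample wells plus 3 SD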; also: some results filed as inactive read as strong as hits
IDE cell activ – human IDE activators in live cells, primary screen, fluorescence polarization, HEK cells, FAbeta-B substrate | 0.073% of 340,000 active | FAbeta-B cleavage; 0% vehicle, 100% cell-free pure enzyme wells | Insulin-degrading enzyme (Homo sapiens), P14735 | activation, % at 5.96 µM;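 active = activation above the mean of all tested compounds plus 3 SD, set per screening campaign, cut at about 17% in these data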
CRFR2-BP ag – agonists of CRF-BP/CRF-R2 complex, primary screen, cell-based, HEK293, calcium dye fluorescence, uHTS | CRF-binding protein / CRF receptor 2 complex (human) | calcium dye fluorescence (FLIPR); percent of saturating CRF peptide response | activation, % at 13.2 µM | 0.46% of 350,000 active | AID 588473, 2011;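 active = activation of at least 50%, plus an integration ratio under a set limit after plate pattern correction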;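 also: plate controls were neutral control wells without compound for no effect and CRF at EC100 for full effect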
The depositor's hits bear a star; · = no result given. Hits appear at their usual frequency; overall some 4.2% were active at least once.

CRFR2-BP ag	p-CIP stab down	IDE inh	PHOSPHO1 block	CRFR2-BP antag	GalR3 antag	Structure	CHRM4 PAM	MEKK3 PB1 HTS	IDE cell activ
1.1	-6	-5	8	-4	-3	O=C(COc1ncnc2c(Cl)cc(Cl)cc12)N1CCCCC1	21	102	1
0.9	-18	3	40	4	-8	COc1ccccc1C(=O)N/C(=C\c1ccccc1)C(=O)NC(Cc1ccccc1)C(=O)O (stereo unspecified)	-7	97	2
-1.0	-17	-4	0	-25	-5	CCOc1ccc2nc(NC(=O)CSc3ccc(Cl)cc3)sc2c1	-3	107	-1
-0.2	·	-2	·	-12	-2	O=C(Cn1cnc2c(OCc3ccccc3)ncnc21)NCCCc1ccccc1	5	·	4
1.1	-4	3	51	5	1	CCn1cc(CN2CCC(n3nccc3NC(=O)c3ccc4c(c3)OCO4)CC2)c(C)n1	-5	102	5
-0.8	-6	-1	1	3	-4	CCC(C)NC(=O)CN(c1cc(Cl)ccc1OC)S(C)(=O)=O (stereo unspecified)	5	140*	-3
-1.2	-7	-2	6	-2	-2	C=C(C)c1cccc(C(C)(C)NC(=O)NCC2CCCO2)c1 (stereo unspecified)	6	99	5
-5.5	-7	-3	26	0	-5	CCCNc1nc(C)cc(-c2cc(C(=O)NC3CCCC3)on2)n1	7	88	1
0.0	·	-5	·	6	-3	CC(=O)c1ccc(NC(=O)CSc2nnc(-c3ccncc3)n2C2CC2)cc1	3	·	2
-0.4	·	·	·	-2	2	Cc1ccc(CN(C)C(=O)c2ccc(S(=O)(=O)N(C)c3ccccc3)cc2)o1	-6	·	2

Three entries out of the list above, sorted by the value under IDE inh, smallest number first:
SMILES,CRFR2-BP ag,p-CIP stab down,IDE inh,PHOSPHO1 block,CRFR2-BP antag,GalR3 antag,CHRM4 PAM,MEKK3 PB1 HTS,IDE cell activ
CC(=O)c1ccc(NC(=O)CSc2nnc(-c3ccncc3)n2C2CC2)cc1,0.0,·,-5,·,6,-3,3,·,2
CCCNc1nc(C)cc(-c2cc(C(=O)NC3CCCC3)on2)n1,-5.5,-7,-3,26,0,-5,7,88,1
CCn1cc(CN2CCC(n3nccc3NC(=O)c3ccc4c(c3)OCO4)CC2)c(C)n1,1.1,-4,3,51,5,1,-5,102,5

Returning to the listing; the 2 compounds before the break are reprinted first.
CRFR2-BP ag	p-CIP stab down	IDE inh	PHOSPHO1 block	CRFR2-BP antag	GalR3 antag	Structure	CHRM4 PAM	MEKK3 PB1 HTS	IDE cell activ
0.0	·	-5	·	6	-3	CC(=O)c1ccc(NC(=O)CSc2nnc(-c3ccncc3)n2C2CC2)cc1	3	·	2
-0.4	·	·	·	-2	2	Cc1ccc(CN(C)C(=O)c2ccc(S(=O)(=O)N(C)c3ccccc3)cc2)o1	-6	·	2
1.6	-17	·	11	-10	-2	O=C(N[C@H](Cc1cc(=O)[nH]c2ccccc12)C(=O)O)c1ccc(Cl)cc1	0	108	7
1.7	0	2	16	-8	-1	O=C1CC(c2cccc(Cl)c2)CC(O)=C1C=NCCCO (stereo unspecified)	2	97	-4
-2.5	5	1	-18	10	-3	CCc1ccc(C(=O)CSc2nnc(C)c(=O)[nH]2)cc1	4	102	3
-1.2	-16	4	22	4	-4	COc1cc2oc(=O)ccc2c(OC)c1CC(O)C(C)(C)O (stereo unspecified)	18	93	-3
-1.5	-4	2	10	-116	-4	CC(c1ccccc1)N(CC(=O)NC1CCCCC1)S(=O)(=O)c1cccc(C(F)(F)F)c1 (stereo unspecified)	-7	100	2
-3.3	-6	3	24	27	-4	COc1ccc(C)cc1NC(=O)c1nn(C)cc1Br	-7	99	5
-1.1	-10	4	-6	5	-11	COCCN(CCOC)C(=O)CN1C(=O)NC(Cc2c[nH]c3ccccc23)C1=O (stereo unspecified)	4	97	1
-2.3	6	0	4	-5	·	Cc1cc(C)c(S(=O)(=O)N2CCOC2CNC(=O)C(=O)NCCc2c[nH]c3ccccc23)c(C)c1 (stereo unspecified)	-3	111	5
-2.2	-14	·	42	-10	4	COc1ccc(S(=O)(=O)N2CCC(C(=O)NC3CCCC3)CC2)cc1OC	0	101	-1
-0.4	-5	1	22	6	-3	CC(C)CC(NC(=O)C1CCC(C)CC1)C(=O)Nc1cccnc1 (stereo unspecified)	9	107	4
-1.1	2	0	-6	56*	-6	CC#CCCC(=O)N1C=Cc2ccccc2C1C#N (stereo unspecified)	0	98	2
-2.6	·	·	·	-7	-4	CCN(CC)S(=O)(=O)c1ccc(C(O)=C(C#N)c2nc3ccccc3n2C)cc1	-6	·	2
0.1	10	-5	3	5	0	O=c1cnnc(N/N=C/C2CC=CCC2)[nH]1 (stereo unspecified)	-2	87	-4
-0.9	5	7	-24	18	-1	Cc1ccc(S(=O)(=O)N2CCOC2CNC(=O)C(=O)NCCN(C)C)cc1 (stereo unspecified)	1	100	5
·	-2	-1	-5	·	3	COc1ccc(NC(=O)c2cccc(C(=O)Nc3ccc(OC)cc3)n2)cc1	·	101	·
-3.8	6	5	7	11	-9	COc1ccc(N2Cc3ccc(OC)c(OC)c3C2=O)cc1	-18	105	6
-0.8	-1	-7	24	-1	2	CN1CCN(c2ccc(NC(=O)c3cccc(OCc4ccccc4)c3)cc2)CC1	-1	·	2
-2.7	-14	1	-9	1	4	Cc1ccc2c(c1)C=CC(C)(C)S2=O (stereo unspecified)	-9	130*	5
0.0	-6	4	27	-21	0	CC(NC(=O)NC(N)=O)(C(F)(F)F)C(F)(F)F	9	101	3
-2.4	0	6	3	17	7	O=C(NCC1CCCO1)C(=Cc1cccc([N+](=O)[O-])c1)C(=O)NCC1CCCO1 (stereo unspecified)	-5	98	-3
-2.5	6	-6	42	-7	0	CCc1ccc(NC(=O)C2CCCN(S(C)(=O)=O)C2)cc1 (stereo unspecified)	3	102	9
1.1	3	5	-4	-4	0	COC(=O)c1c(C(=O)OC)c2n(c1C)CCC2	6	97	2
-1.8	5	-10	-25	11	-3	COC(=O)COC(=O)CC(CC(N)=O)c1ccccc1 (stereo unspecified)	2	99	3
4.8	-6	3	-1	-15	-6	O=C(O)c1cn(C2CCCCC2)c2ccccc2c1=O	10	99	-3
-4.5	-2	2	4	-8	·	Cc1cc(C)n2nc(CC(=O)NC3CCCCCCC3)nc2n1	7	93	7
-0.7	0	-6	6	-46	-1	CC(C)(C)c1ccc(OCC(=O)N/N=C/c2ccc(N3CCOCC3)cc2)cc1	-5	100	5
-1.2	23	-1	-16	7	-10	Cc1ccc(-c2csc3ncnc(-n4cnc5ccccc54)c23)cc1	-4	99	3
-2.1	1	1	40	9	3	COc1ccc(/C=C/C(=O)NC(=S)Nc2cc([N+](=O)[O-])ccc2O)cc1OC	1	93	0
0.4	-12	-1	17	-13	-7	COc1cccc(NC(=O)CSc2nnnn2C2CCCC2)c1	-1	102	3
-1.2	-7	1	30	3	-5	O=CN1CCN(CC(O)Cn2c3ccccc3c3ccccc32)CC1 (stereo unspecified)	0	102	1
-2.7	-19	·	37	5	-3	COc1ccc(-n2ncc(C(C)NS(=O)(=O)c3cc(F)ccc3C)c2C)cc1 (stereo unspecified)	-5	101	3
-0.9	·	5	·	-19	-4	Cc1ccc(C(C)C)c(OCC(=O)NNC(=O)Nc2ccccc2)c1	-7	·	4
0.1	-14	-1	-5	5	1	Cc1oc(CC(C)C)c(CN)c1C(=O)O	2	101	2
-1.0	-9	8	25	-2	-1	O=C(NC(=S)Nc1cccnc1)c1cccs1	8	103	2
-3.7	-2	5	-22	3	4	CCCCn1nc2cc(C(=O)NCc3ccc4c(c3)OCO4)ccc2c1OCC	9	88	-3
2.1	-6	3	8	-14	-3	Cc1c(C)c2cc(Cl)c(O)c(CN3CCN(C)CC3)c2oc1=O	-2	107	0
0.5	0	1	·	-2	-1	Cc1cc(NS(=O)(=O)c2ccc(C(C)C)cc2)no1	0	102	3
-1.5	2	0	-35	17	-5	CC(=O)c1ccc(N2CCN(C(=O)Cc3cccs3)CC2)cc1	-6	95	2
0.0	-7	·	51	7	-2	COc1cccc(C(=O)NNC(=O)/C=C/c2ccccc2)c1	2	104	0
-3.7	-11	-2	3	9	1	CC(CN(C)Cc1ccccc1)OC(=O)c1ccc(F)cc1 (stereo unspecified)	-1	103	4
-0.9	-8	8	-29	-15	0	O=C1c2ccncc2C(=O)N1c1cccc(Cl)c1	21	94	-3
2.4	-15	6	41	5	-9	CC(=O)NC(CC(=O)Nc1nc(-c2ccc(N(C)S(C)(=O)=O)cc2)cs1)c1ccccc1 (stereo unspecified)	-2	99	-5
-1.9	-2	-1	-4	6	-4	CC(=O)c1ccc(NS(=O)(=O)c2ccc(C)cc2)cc1	-4	106	2
1.9	·	·	·	-18	-4	C[C@@H]1CN([C@H](C)CO)C(=O)CCCn2nncc2CO[C@H]1CN(C)Cc1cccnc1	0	·	·
-0.6	-6	2	7	-6	-3	Cc1ccc(S(=O)(=O)NNC(=O)c2cccs2)c(C)c1	5	103	-3
-0.8	-5	-5	12	1	-5	O=C(Cc1ccccc1Cl)NC1(O)C(=O)c2ccccc2C1=O	-5	98	·
-0.6	6	10	-14	-32	-3	Cc1ccc2[nH]c(=O)c(CN(CCCN3CCOCC3)Cc3nnnn3C3CCCC3)cc2c1	1	97	-5
-6.1	-9	-1	65*	-6	-3	COc1ccc(C2(CNC(=O)Cc3ccccc3)CCCC2)cc1OC	-3	98	-3
-1.1	-6	2	25	10	-3	COc1ccc2nc(SCC(=O)Nc3ccccc3C#N)[nH]c2c1	7	92	6
-2.0	·	·	·	17	4	CC(C)CC1C(=O)N(Cc2cn(CCC3OCCO3)nn2)CCS(=O)(=O)N1Cc1ccc(-c2cccc(N(C)C)c2)cc1 (stereo unspecified)	-6	·	·

(continued)
CRFR2-BP ag	p-CIP stab down	IDE inh	PHOSPHO1 block	CRFR2-BP antag	GalR3 antag	Structure	CHRM4 PAM	MEKK3 PB1 HTS	IDE cell activ
3.5	-16	-5	38	0	-3	CC(C)CN(C(=O)COc1cccc(-n2cnnn2)c1)C1CCS(=O)(=O)C1 (stereo unspecified)	17	102	-3
-1.3	-7	1	-1	7	·	CCn1cc(C(=O)O)c(=O)c2cnc(N3CCN(C(=S)NC(=O)c4ccccc4Cl)CC3)nc21	·	100	·
2.6	3	-7	53	-10	-2	CCCC(=O)NC(=S)Nc1ccccc1F	4	99	3
1.0	·	·	·	0	-5	CCOc1ccccc1C(=O)NCC(=O)NCCSc1ccc(Br)cc1	6	·	1
-0.4	·	-4	·	2	-3	CCOc1ccc2nc(SCC(=O)Nc3ccc4[nH]c(=O)[nH]c4c3)[nH]c2c1	21	·	3
-1.1	-8	1	-7	18	-3	COc1ccc(NC(=S)N(CCN(C)C)C(C)c2ccco2)cc1 (stereo unspecified)	2	96	1
0.8	2	7	2	14	-6	CS(=O)(=O)Nc1ccc(C(=O)N2CCCC2)cc1	-6	100	-1
1.1	-1	-6	1	-12	-1	COc1ccc(-c2cc(C(=O)NCc3ccco3)c3ccccc3n2)c(OC)c1	-8	93	6
-3.0	-3	-4	7	19	-10	Cc1cc(C)nc(-n2nc(C)c(Sc3ccc(F)cc3)c2N)n1	23*	104	-2
-1.3	·	1	·	2	-1	O=C(COC(=O)CCN=C1NS(=O)(=O)c2ccccc21)NNC(=O)c1ccccc1	1	·	2
-1.4	0	4	-1	7	-1	O=C(Cc1ccccc1)N/N=C/c1ccc(OC(=O)/C=C\c2ccco2)cc1	4	96	1
